# KCNQ1 pot = potentiators or activators of KCNQ1 channel, primary screen, cell-based, thallium flux, high-throughput; B-score at 10 µM; 0.35% of 310,000 active; AID 2648, 2010; CHO-K1 KCNQ1, thallium flux FluxOR fluorescence; hits give high values; Potassium voltage-gated channel subfamily KQT member 1 (Homo sapiens), P51787;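 active = fluorescence ratio B-score, a plate-corrected score, at least three library SD, with initial intensity B-score within 5 SD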
# Target sequence (P51787 whole entry, looked up): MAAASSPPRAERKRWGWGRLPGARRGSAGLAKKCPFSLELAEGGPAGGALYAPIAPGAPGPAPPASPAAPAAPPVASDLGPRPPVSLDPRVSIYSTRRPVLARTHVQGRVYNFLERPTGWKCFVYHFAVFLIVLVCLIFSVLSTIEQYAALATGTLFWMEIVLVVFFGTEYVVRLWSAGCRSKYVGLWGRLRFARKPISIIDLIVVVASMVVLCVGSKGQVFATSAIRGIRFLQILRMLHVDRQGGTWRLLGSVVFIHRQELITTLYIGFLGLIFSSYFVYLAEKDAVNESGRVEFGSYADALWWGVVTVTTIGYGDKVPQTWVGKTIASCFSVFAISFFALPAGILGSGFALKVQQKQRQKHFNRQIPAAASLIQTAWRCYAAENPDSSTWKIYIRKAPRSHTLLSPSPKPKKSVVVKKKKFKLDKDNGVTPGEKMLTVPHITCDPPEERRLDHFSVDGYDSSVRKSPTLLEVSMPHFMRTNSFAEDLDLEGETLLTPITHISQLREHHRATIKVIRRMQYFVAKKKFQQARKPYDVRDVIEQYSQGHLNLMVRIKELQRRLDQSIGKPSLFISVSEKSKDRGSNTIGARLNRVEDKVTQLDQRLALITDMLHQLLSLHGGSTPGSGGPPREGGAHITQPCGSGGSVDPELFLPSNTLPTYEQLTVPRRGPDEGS
#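 Assay system: CHO-K1 cells stably expressing KCNQ1. Medium: assay buffer for compound exposure, DMSO matched across wells. Timing: 37 °C overnight plating, 90-min dark dye load, 20-min compound pretreatment. Signal: kinetic FluxOR fluorescence, 10 s baseline plus 110 s post-stimulus.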
# hERG rescue = hERG rescue from dofetilide block, primary screen, cell-based, CHO-hERG, FluxOR thallium flux, dofetilide IC70; activation (rescue from dofetilide block), less the hit threshold, % at 10 µM; 0.51% of 310,000 active; AID 1511, 2009; dofetilide IC70 present; Voltage-gated inwardly rectifying potassium channel KCNH2 (Homo sapiens), Q12809;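 active = activation above the mean of controls blocked by dofetilide plus 5 SD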;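 also: thallium influx through hERG after potassium depolarization seen as dye fluorescence rise; in these data hits start at about 4.7%; inactives centre near -7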
# TMEM16A inh = TMEM16A chloride channel inhibitors, primary screen, cell-based, HTS. Anoctamin-1 (Mus musculus), Q8BHY3. HEK293 TMEM16A/YFP iodide influx fluorescence, ionomycin. normalized B-score (activity score, 25-100; higher = stronger inhibition) at 10 µM. 1.2% of 310,000 active. AID 588511, 2011;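 active = ratio plate-corrected score three or more library SD toward inhibition, starting fluorescence score within five deviations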;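 also: score derived from kinetic fluorescence span divided by baseline fluorescence per well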
# KCNK9 inh = KCNK9 potassium channel inhibitors, primary screen, HEK293 cells, thallium flux | 1.2% of 310,000 active | FluxOR thallium flux fluorescence; hits give low values | Potassium channel subfamily K member 9 (Homo sapiens), Q9NPC2 | B-score at 10 µM;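 active = ratio B-score over 3 SD below the library mean, with starting fluorescence within 5 SD of its mean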;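 also: negative B-score means less thallium flux so channel inhibition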
# HDAC3 inh = HDAC3 deacetylase inhibitors, primary screen, biochemical, fluorescence, cell-free homogeneous; Histone deacetylase 3 (Homo sapiens), O15379; recombinant HDAC3, fluorogenic peptide/trypsin coupled; inhibition, % at 8.3 µM; 0.15% of 320,000 active; in the data active = inhibition above about 26%, passing the limit was not always enough
# KCNK3 block = human KCNK3 channel inhibitors, primary screen, CHO cells, FluxOR thallium flux, B-score | Potassium channel subfamily K member 3 (Homo sapiens), O14649 | 0.84% of 340,000 active | B-score at 10 µM | FluxOR fluorescence; hits give low values;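 active = B-score under library mean minus 4 SD, starting fluorescence ratio at most library mean plus 5 SD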;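 also: more negative B-score means stronger inhibition of thallium flux through KCNK3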
# Target sequence (O14649 whole entry, looked up): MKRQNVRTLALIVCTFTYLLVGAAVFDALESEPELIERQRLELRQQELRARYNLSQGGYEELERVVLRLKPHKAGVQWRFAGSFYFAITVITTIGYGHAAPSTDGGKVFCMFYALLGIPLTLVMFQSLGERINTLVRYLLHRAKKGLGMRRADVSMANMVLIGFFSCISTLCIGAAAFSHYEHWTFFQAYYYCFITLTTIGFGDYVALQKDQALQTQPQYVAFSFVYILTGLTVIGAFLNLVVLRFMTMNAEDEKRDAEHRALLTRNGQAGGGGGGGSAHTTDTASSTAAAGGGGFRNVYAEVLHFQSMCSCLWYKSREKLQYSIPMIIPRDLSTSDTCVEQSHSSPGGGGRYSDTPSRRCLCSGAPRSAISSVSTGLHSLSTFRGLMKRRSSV
# RGS4 block = RGS4 inhibitors, primary screen, cell-based, HEK293 M3R inducible RGS4, calcium flux | Regulator of G-protein signaling 4 (Homo sapiens), P49798 | Fluo-4 calcium flux; hits give high values; triggered by carbachol at its EC20 | B-score at 10 µM | 0.45% of 310,000 active | AID 463165, 2010;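 active = B-score, a plate-corrected calcium signal, over three deviations above library mean, with baseline fluorescence within five deviations of library mean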;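 also: RGS4 expression induced by doxycycline in cells with stable M3 receptor; B-score is computed from the integrated fluorescence ratio over baseline after carbachol; higher B-score means a larger calcium signal and so more RGS4 inhibition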
# SKKanGAS inh = S. pyogenes SKKanGAS growth inhibitors in kanamycin, primary screen, streptokinase expression inhibitor project, SKKanGAS strain, BacTiter-Glo luminescence | 6 h | inhibition, % at 7.5 µM | 1.3% of 300,000 active | AID 1662, 2009;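 active = mean replicate score, as percent of positive control median, at least 50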;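 also: strain carries kanamycin resistance gene driven by streptokinase promoter and grows in 40 µg/ml kanamycin; loss of luminescence reflects streptokinase promoter inhibition or plain growth inhibition; 0% = median of DMSO wells and 100% = positive control at its reference dose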
# TMEM16A act = TMEM16A chloride channel activators or potentiators, primary screen, cell-based, HTS; HEK293 TMEM16A/YFP-H148Q/I152L, iodide quench fluorescence; hits give low values; B-score at 10 µM; 0.3% of 340,000 active;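 active = fluorescence-ratio B-score plate-corrected deviation score at least 3 library SD below zero, with starting fluorescence score within 5 deviations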;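 also: channel opened by trigger with iodide after compound preincubation; score built on the fluorescence ratio of max minus min over baseline; more negative score means more quench and so TMEM16A activation or potentiation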
# KCNQ1 inh = inhibitors of human KCNQ1 channel, primary screen, cell-based, thallium flux, high-throughput; CHO-K1 KCNQ1, FluxOR thallium flux fluorescence; hits give high values; B-score at 10 µM; 1.3% of 310,000 active; Potassium voltage-gated channel subfamily KQT member 1 (Homo sapiens), P51787;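 active = compounds whose thallium flux B-score, printed positive for inhibition, exceeds three library SD while starting fluorescence stays within three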;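 also: channel opened by potassium depolarization with thallium stimulus after 20 min compound exposure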
# RGS4 pot = RGS4 potentiators or activators, primary screen, cell-based, HEK293 M3R inducible RGS4, calcium flux; carbachol calcium flux Fluo4; hits give low values; B-score at 10 µM; 0.92% of 310,000 active; AID 463111, 2010;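 active = B-score of the integrated calcium signal more than 4 SD below the library mean, with starting fluorescence not abnormally high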;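 also: negative B-score means reduced calcium response which marks RGS4 activation or potentiation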
#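 test system = HEK293 cells with stable M3R and inducible RGS4 | schedule = recording 10 s baseline at 1 Hz, 100 s post-agonist | technique = Fluo4-AM (2 µM) calcium-flux fluorescence, kinetic read | measure = Agonist-evoked peak-minus-minimum fluorescence over baseline, integrated ratio, B score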
# * = called active by the depositor; i = inactive; . = no result given.
SMILES,KCNQ1 pot,hERG rescue,TMEM16A inh,KCNK9 inh,HDAC3 inh,KCNK3 block,RGS4 block,SKKanGAS inh,TMEM16A act,KCNQ1 inh,RGS4 pot
CCOc1ccc(N2C(=O)/C(=C\c3cccs3)C(=O)NC2=S)cc1,i,-12,i,i,-3,.,i,-1,.,i,i
O=c1[nH]c(=O)n(CCC2=CCCCC2)c(O)c1/C=N/N1CCOCC1,i,-7,i,i,-8,i,i,4,i,i,i
CP(=O)(Nc1ccccc1)C(Cl)(Cl)Cl (configuration not stated),i,-3,i,i,.,i,i,0,i,i,i
N#Cc1cc2c(nc1SCC(=O)Nc1ccc(Cl)cc1)C1CCN2CC1,i,-5,i,i,-3,i,i,-11,i,i,i
O=C(Cn1cc(C=C2C(=O)NC(=O)NC2=O)c2ccccc21)NCC1CCCO1 (configuration not stated),i,-16,i,i,1,i,i,1,i,i,i
O=c1c2ccccc2nc(/C=C/c2ccccc2)n1-c1ccccc1O,i,-15,i,i,-5,i,i,18,i,i,i
O=C1CN=C(c2ccccc2)c2c(sc3c2CCCC3)N1,i,-1,i,i,-6,i,i,2,i,i,i
CCOc1ccc(N2C(=O)NC(=O)/C(=C\c3ccccc3[N+](=O)[O-])C2=O)cc1,i,-5,i,i,-1,i,i,-3,i,i,i
O=C(NCC(c1cccnc1)N1CCN(c2ccccc2F)CC1)Oc1ccccc1 (configuration not stated),i,-5,i,i,5,i,i,5,i,i,i
COc1ccc(-c2nn(CCC#N)cc2C(=O)NCc2ccccc2)cc1,i,-5,i,i,2,i,i,2,i,i,i
O=C(O)COc1ccccc1/C=C1\C(=O)NC(=O)N(CCC2=CCCCC2)C1=O,i,-8,i,i,1,i,i,-9,i,i,i
COc1cc2c(cc1OC)C(C(=O)N(C)C1CCCCC1)C1CCCCN1C2=O (configuration not stated),i,-7,i,i,3,i,i,-1,i,i,i
CCC(=O)c1ccc(OC)c(OC)c1,i,-6,i,i,-3,i,i,-2,i,i,i
C=CCC1(Nc2ccccc2)CC(C)N(C)CC1C (configuration not stated),i,1,i,i,-12,i,i,8,i,i,-7.7*
O=C(c1cc(F)ccc1F)C1CCCN(Cc2cccc(Cl)c2)C1 (configuration not stated),i,-10,i,i,2,i,i,11,i,i,i
O=C(O)CCn1cc(C=C2C(=O)NC(=S)NC2=O)c(-c2cccc(Cl)c2)n1,i,-4,i,i,0,i,i,1,i,i,i
COc1nc2ccccc2c(=O)n1-c1ccc(C)cc1,i,-8,i,i,0,i,i,-4,i,i,i
COc1ccc2c(c1)c(C(=O)O)c(C)n2CC(C)C,i,0,i,i,0,i,i,-2,i,i,i
OC(CCNCCc1c[nH]c2ccccc12)C(F)(F)Cl (configuration not stated),i,-10,i,i,5,i,i,-4,i,i,i
CCN(CC)C(=O)c1ccc(NC(=O)COc2ccc([N+](=O)[O-])cc2Cl)cc1,i,-6,i,i,2,i,i,3,i,i,i
C=C1C(=O)O[C@H]2C[C@@H](C)[C@@H]3C=CC(=O)[C@@]3(C)C[C@H]12,i,-8,i,i,-1,.,6.3*,-4,.,i,i
CCCCn1c(O)c(C(CC)=NCc2cc(OC)cc(OC)c2)c(=O)[nH]c1=O,i,-10,i,i,1,i,i,-2,i,i,i
CCOP(=S)(OCC)Oc1cc(C)oc(=O)c1Cl,i,-2,i,i,0,i,i,-1,i,i,i
CCN1CCN(c2nc3c(c(=O)[nH]2)CCC3)CC1,i,-9,i,i,-3,i,i,4,i,i,i
CCCC[N+]12CCC(CC1)C(=C(c1ccccc1)c1ccccc1)C2,i,-19,i,i,-8,i,i,-3,i,i,-8.6*
O=C(c1ccccc1F)c1cn(CC(=O)N2CCCCC2)c2ccccc12,i,-6,i,i,3,i,i,1,i,i,i
Fc1ccc(C[n+]2c(-c3ccccc3)cc(-c3ccccc3)cc2-c2ccccc2)cc1,i,-24,i,-11*,-12,.,i,7,.,6*,i
CCN1C(=O)NC(=O)/C(=C\c2cn(CC(=O)N3CCCCC3)c3ccccc23)C1=O,i,-8,i,i,-2,i,i,3,i,i,i
Cc1cccc(N2C(=O)NC(=O)/C(=C/c3ccc(N4CCOCC4)cc3)C2=O)c1,i,-4,i,i,6,i,i,0,i,i,i
CN(C)CC1CSCCC1(O)c1ccc(C(F)(F)F)cc1 (configuration not stated),i,-9,i,i,-1,i,i,-1,i,i,i
COc1cccc(CCNCc2ccc(SC)cc2)c1,i,-13,i,i,4,i,i,2,i,i,i
Cc1cc(OCC(=O)OC(C)C)c2c3c(c(=O)oc2c1)CCCC3,i,-4,i,i,-3,i,i,1,i,i,i
O=C(Nc1c(F)cc(F)cc1F)c1cccn(Cc2ccccc2)c1=O,i,-5,i,i,-8,i,i,-6,i,i,i
C=CCOC(=O)C1=C(C)OC(N)=C(C(=O)OCC)C12C(=O)N(CC(N)=O)c1ccccc12 (configuration not stated),i,-8,i,i,-1,i,i,4,i,i,i
CCCNS(=O)(=O)c1ccc(OCC(=O)N2CCN(Cc3ccc4c(c3)OCO4)CC2)c(C)c1,i,-14,i,i,.,i,i,15,i,i,i
O=[N+]([O-])c1ccc(O)c([N+](=O)[O-])c1,i,-8,i,i,0,i,i,1,i,i,i
Cc1cccc(N2C(=O)NC(=O)/C(=C\c3ccc4c(c3)CCCN4Cc3ccccc3)C2=O)c1,i,-9,i,i,0,i,i,3,i,i,i
C=C1C2[C@H](OC(C)=O)[C@@H]3CC(=O)[C@]4(C)OC[C@@]3(C)[C@@]4(O)[C@@H](OC(C)=O)[C@H](OC(C)=O)[C@@]2(COC(=O)c2ccccc2)[C@@H](OC(C)=O)C[C@@H]1O (some centres not stated),i,-8,i,i,-7,i,i,3,i,i,i
COc1cc(/C=C/[N+](=O)[O-])ccc1OC(=O)c1cccnc1,i,-8,i,i,8,i,49*,7,i,i,i
CC(=NCCCO)c1c(O)[nH]c(=O)[nH]c1=O,i,-6,i,i,4,i,i,5,i,i,i
O=C(COc1ccc(Br)cc1)N1CCN(C2CCCC2)CC1,i,-7,i,i,6,i,i,-7,i,i,i
C[C@H](NC(=O)N1C[C@H]2C[C@@H](C1)c1cccc(=O)n1C2)C(=O)Nc1ccc(F)c(F)c1,i,-8,i,i,6,i,i,4,i,i,i
O=[N+]([O-])c1cccnc1N1CCCNCC1,i,-1,i,i,2,i,i,-9,i,i,i
CN1C(=O)N(C)C(=O)C2(Cc3cc([N+](=O)[O-])ccc3N3CCN(C(=O)c4ccccc4)CC32)C1=O (configuration not stated),i,-13,i,i,-4,i,i,6,i,i,i
CN1CCN(C(=O)COc2ccc(N(C)S(=O)(=O)c3ccc(F)cc3)cc2)CC1,i,-8,i,i,-9,i,i,-4,i,i,i
O=C(c1ccc(N2CCCCCC2)c([N+](=O)[O-])c1)N1CCC2(CC1)OCCO2,i,-12,i,i,1,i,i,0,i,i,i
Cc1ccc(Cn2c(C)c3cnn(CC(=O)N4CCC5(CC4)OCCO5)c(=O)c3c2C)cc1,i,-3,i,i,-9,i,i,-10,i,i,i
O=C(CSC1c2ccccc2-c2ccccc21)N/N=C/c1ccc(C(=O)O)cc1,i,-6,i,i,-6,i,i,4,i,i,i
CC(=O)c1cc(C(C)=O)c(C)[n+](C)c1C,i,-8,i,i,-2,i,i,-2,i,i,i
O=C1NC(=O)C(=Cc2ccc(-c3ccccc3[N+](=O)[O-])o2)C(=O)N1,i,1,i,i,-1,i,i,1,i,i,i
CCCCn1c(O)c(C(C)=NCCN2CCCCC2)c(=O)[nH]c1=O,i,-10,i,i,-8,i,i,.,i,i,i
CC(=O)Nc1ccc(OC(=O)N(C)c2ccccc2)cc1,i,-6,i,i,17,i,i,-2,i,i,i

# Sorted by SMILES length (lowest first): some entries from above
SMILES,KCNQ1 pot,hERG rescue,TMEM16A inh,KCNK9 inh,HDAC3 inh,KCNK3 block,RGS4 block,SKKanGAS inh,TMEM16A act,KCNQ1 inh,RGS4 pot
CC(=O)c1cc(C(C)=O)c(C)[n+](C)c1C,i,-8,i,i,-2,i,i,-2,i,i,i
CCCCn1c(O)c(C(C)=NCCN2CCCCC2)c(=O)[nH]c1=O,i,-10,i,i,-8,i,i,.,i,i,i
CN1CCN(C(=O)COc2ccc(N(C)S(=O)(=O)c3ccc(F)cc3)cc2)CC1,i,-8,i,i,-9,i,i,-4,i,i,i
O=C(c1ccc(N2CCCCCC2)c([N+](=O)[O-])c1)N1CCC2(CC1)OCCO2,i,-12,i,i,1,i,i,0,i,i,i
Cc1ccc(Cn2c(C)c3cnn(CC(=O)N4CCC5(CC4)OCCO5)c(=O)c3c2C)cc1,i,-3,i,i,-9,i,i,-10,i,i,i
CN1C(=O)N(C)C(=O)C2(Cc3cc([N+](=O)[O-])ccc3N3CCN(C(=O)c4ccccc4)CC32)C1=O (configuration not stated),i,-13,i,i,-4,i,i,6,i,i,i

# Shown as labelled records: part of the list above.
> CC(=O)Nc1ccc(OC(=O)N(C)c2ccccc2)cc1
  KCNQ1 pot: i	hERG rescue: -6	TMEM16A inh: i	KCNK9 inh: i	HDAC3 inh: 17	KCNK3 block: i	RGS4 block: i	SKKanGAS inh: -2	TMEM16A act: i	KCNQ1 inh: i	RGS4 pot: i

> Cc1ccc(Cn2c(C)c3cnn(CC(=O)N4CCC5(CC4)OCCO5)c(=O)c3c2C)cc1
  KCNQ1 pot: i	hERG rescue: -3	TMEM16A inh: i	KCNK9 inh: i	HDAC3 inh: -9	KCNK3 block: i	RGS4 block: i	SKKanGAS inh: -10	TMEM16A act: i	KCNQ1 inh: i	RGS4 pot: i

# The list is partial; the hit share may differ from the screen's.
